# Screening data from PubChem BioAssay.
# Pf apPOL block = Pf-apPOL DNA polymerase inhibition; Recombinant Pf-apPOL, molecular beacon fluorescence, 1.5 h; inhibition, % at 10 µM; actives 0.25% (n = 210,000); AID 1794808
# mHTT-CaM PPI inh = inhibitors of human mutant huntingtin-calmodulin interaction | P42858 | AlphaScreen His-mHTT/GST-CaM binding, luminescence | inhibition, % at 15 µM | actives 3.6% (n = 190,000);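 further: 0% = both proteins with DMSO and 100% = one protein alone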
# An asterisk follows results filed as active; / = not tested or not shown; + = active, no number. No stated cut-off is given here; in the data, active means inhibition above about 50%; inactive means the rest. An excerpt; the hit share may differ from the screen's.
SMILES,Pf apPOL block,mHTT-CaM PPI inh
COc1ccc([N+](=O)[O-])cc1NC(=O)c1cc(-c2ccc(OC)c(OC)c2)nc2ccccc12,3,3
O=C(NCc1nc2ccccc2[nH]1)C1CCCN(Cc2nc(-c3cccs3)no2)C1 (configuration not stated),-6,4
COc1ccc(-c2nnc(SCc3nc4ccccc4[nH]3)n2-c2ccccc2)cc1OC,-6,16
CCc1ccccc1NC(=O)C1CC(=O)N(c2ccc3oc(C)nc3c2)C1 (configuration not stated),-4,2
O=C(Nc1ccc(F)c(Cl)c1)c1cc2c(=O)n3ccccc3nc2s1,-6,-4
Cc1ccc(C(=O)N2CCCC(COc3ccc(C(=O)N4CCCC4)cc3)C2)c(C)c1 (configuration not stated),4,12
O=C(Nc1nc(-c2ccc3c(c2)OCCO3)cs1)c1ccc2ncsc2c1,1,-18
CCN(CC)C(=O)C1CCCN(c2ncnc3c2nc2n3CCCCC2)C1 (configuration not stated),0,-3
O=C(c1ccn2c(-c3ccccc3)nnc2c1)N1CCN(c2cccc(Cl)c2)CC1,0,34
Cc1onc(-c2c(Cl)cccc2Cl)c1C(=O)NCCN1CCOCC1,2,0
Cc1nc2c(C(=O)NCCc3ccc(Cl)cc3)cnn2c(C)c1Cc1ccc(F)cc1,-8,80*
CC(C)=CCCC(C)CN1CCCC1CO (configuration not stated),1,-9
OC(COC12CC3CC(CC(C3)C1)C2)CN1CCN(c2ccccc2F)CC1 (configuration not stated),-10,10
O=C(Nc1ccncc1)c1cc2ccccc2oc1=O,-8,-2
COc1ccc2sc(N(Cc3ccccn3)C(=O)CN3C(=O)CCC3=O)nc2c1,-4,-9
CN1CCN(c2nc(/C=C/c3ccccc3)nc3ccccc23)CC1,2,36
CC1=NN(c2cccc(C(=O)O)c2)C(=O)/C1=C/c1ccc(N2CCN(C)CC2)c([N+](=O)[O-])c1,-4,-4
COc1cc(NC(=O)/C=C/c2ccc(Cl)cc2)ccc1NC(=O)c1ccco1,-2,0
CCC1CCCCN1S(=O)(=O)N(C)C (configuration not stated),-13,-3
CCN1C(=O)C(C)(C(=O)NCc2ccc(OC)cc2)Oc2cccnc21 (configuration not stated),-2,-10
Cn1cc(-c2nc(C(=O)NCc3cccc(F)c3)cs2)c2cccnc21,2,91*
CCOc1ccccc1-c1ccc(C(=O)NCc2ccc(Cl)cc2)o1,-3,21
Cc1ccc2c(c1)C1CC(C)(O2)N(c2cccc(C(=O)O)c2)C(=O)N1 (configuration not stated),0,-2
O=C1CC(c2ccc(F)cc2)Cc2c1cnn2-c1nc2ccccc2[nH]1 (configuration not stated),-6,18
N/C(=N\OS(=O)(=O)c1ccc(Cl)cc1)c1ccccn1,4,+
O=c1[nH]c2ccc(S(=O)(=O)Nc3ccc(OC(F)(F)F)cc3)cc2s1,-5,4
Cc1cc2nc3n(c2cc1C)CCCN3,5,-6
CCN(CC)CCOc1ccc(F)cc1,0,4
CCCCNC(=O)C1CCN(c2cnn(CCC)c(=O)c2)CC1,2,-2
CCOC(CSc1nnc2c3ccccc3n(CC)c2n1)OCC,-4,-9
O=C(Nc1ccc(F)cc1)Nc1cccnc1Cl,-4,-6
O=C(CC1COc2ccccc2NC1=O)NCCc1cccs1 (configuration not stated),-7,-5
O=C(c1cccs1)N1N=C(c2ccc(Br)cc2)CC1c1cccc([N+](=O)[O-])c1 (configuration not stated),-3,3
O=C1OC(c2ccco2)=N/C1=C/c1ccc(OCc2ccccc2)cc1,-21,5
O=C(c1cccs1)N1CCN(c2[nH]ncc2-c2ccccc2)CC1,-3,19
Nc1nnc(SCc2ccc(OC(F)(F)C(F)F)cc2)s1,-6,-4
CCc1noc(-c2cccnc2N2CCCN(C(=O)CCc3ccccc3OC)CC2)n1,-7,0
CN(CC(=O)N1CCCCC1)S(=O)(=O)c1ccc(Cl)cc1,-8,-4
N#CC1=C(SCC(=O)Nc2ccccc2)NC(=O)C(C#N)C12CCCC2 (configuration not stated),-4,-3
CC1=NN(C(=O)c2ccc(Br)o2)C(O)(C(F)F)C1 (configuration not stated),10,-3
CCOC(=O)C1CCCN(CC(O)COc2ccccc2C(C)=O)C1 (configuration not stated),-6,-10
COc1cc(NC(=O)CCN2C(=O)c3ccccc3C2=O)c(C(=O)O)cc1OC,-2,-5
COc1ccc(CN2CCN(c3ccccn3)CC2)c(OC)c1OC,6,-4
O=C1OC(c2cccc(Cl)c2)=N/C1=C\c1cccc(I)c1,6,18
O=C(NC1CCN(C(=O)c2ccccc2)C1)C1CCCC1 (configuration not stated),2,5
CSCCC(C)(O)CNC(=O)Cc1cccc2ccccc12 (configuration not stated),-4,10
CCCN(CCC)S(=O)(=O)c1ccc([N+](=O)[O-])cc1,-8,2
CC1(C(=O)NCc2ccccc2)CCCN(C(=O)Nc2ccccc2)C1 (configuration not stated),-7,3
CN1CCN(CC(=O)Nc2ccc(OC(F)(F)F)cc2)CC1,-3,-6
O=S(=O)(c1ccc(-n2cccn2)cc1)N(Cc1ccccn1)Cc1ccccn1,1,/
O=C(CSc1nc(O)cc(=O)[nH]1)c1ccc(O)cc1O,11,-5
C=CCn1c(OC)nc2c1c(=O)n(C)c(=O)n2C,-8,-2
CCCCc1nnc(NC(=O)C2CC(=O)N(CCc3c[nH]c4ccc(C)cc34)C2)s1 (configuration not stated),-2,24
CC(=O)Oc1ccc2c(=O)c(-c3ccc4c(c3)OCCO4)coc2c1,-4,1
CCOc1ccccc1NC(=O)c1c(NC(=O)c2ccco2)sc2c1CCC2,5,-2
O=C(Nc1ccc(Cl)cc1)c1ccc(N2CC3CC(C2)c2cccc(=O)n2C3)c([N+](=O)[O-])c1 (configuration not stated),2,6
Cc1cccc(NC(=O)CCc2ccccc2)c1C,-1,-6
O=C(CN1CCC(c2nc(-c3cccs3)no2)CC1)Nc1ccccc1Cl,-4,1
O=[N+]([O-])C(=C1SCCS1)C(=C(Cl)Cl)N1CCC2(CC1)OCCO2,-5,27
CCSc1ccsc1C1C(C#N)=C(N)N(c2cccnc2)C2=C1C(=O)CC(C)(C)C2 (configuration not stated),-8,18

# An excerpt of these results, with tabs:
Compound	Pf apPOL block	mHTT-CaM PPI inh
CC1=NN(C(=O)c2ccc(Br)o2)C(O)(C(F)F)C1 (configuration not stated)	10	-3
CCOC(=O)C1CCCN(CC(O)COc2ccccc2C(C)=O)C1 (configuration not stated)	-6	-10
COc1cc(NC(=O)CCN2C(=O)c3ccccc3C2=O)c(C(=O)O)cc1OC	-2	-5
COc1ccc(CN2CCN(c3ccccn3)CC2)c(OC)c1OC	6	-4
O=C1OC(c2cccc(Cl)c2)=N/C1=C\c1cccc(I)c1	6	18
O=C(NC1CCN(C(=O)c2ccccc2)C1)C1CCCC1 (configuration not stated)	2	5
CSCCC(C)(O)CNC(=O)Cc1cccc2ccccc12 (configuration not stated)	-4	10
CCCN(CCC)S(=O)(=O)c1ccc([N+](=O)[O-])cc1	-8	2
CC1(C(=O)NCc2ccccc2)CCCN(C(=O)Nc2ccccc2)C1 (configuration not stated)	-7	3
CN1CCN(CC(=O)Nc2ccc(OC(F)(F)F)cc2)CC1	-3	-6
O=S(=O)(c1ccc(-n2cccn2)cc1)N(Cc1ccccn1)Cc1ccccn1	1	/
O=C(CSc1nc(O)cc(=O)[nH]1)c1ccc(O)cc1O	11	-5
C=CCn1c(OC)nc2c1c(=O)n(C)c(=O)n2C	-8	-2
CCCCc1nnc(NC(=O)C2CC(=O)N(CCc3c[nH]c4ccc(C)cc34)C2)s1 (configuration not stated)	-2	24
CC(=O)Oc1ccc2c(=O)c(-c3ccc4c(c3)OCCO4)coc2c1	-4	1
CCOc1ccccc1NC(=O)c1c(NC(=O)c2ccco2)sc2c1CCC2	5	-2
O=C(Nc1ccc(Cl)cc1)c1ccc(N2CC3CC(C2)c2cccc(=O)n2C3)c([N+](=O)[O-])c1 (configuration not stated)	2	6
Cc1cccc(NC(=O)CCc2ccccc2)c1C	-1	-6

# Some of these compounds in order of molecular weight, smallest number first:
SMILES,Pf apPOL block,mHTT-CaM PPI inh
CN1CCN(CC(=O)Nc2ccc(OC(F)(F)F)cc2)CC1,-3,-6
CCOc1ccccc1NC(=O)c1c(NC(=O)c2ccco2)sc2c1CCC2,5,-2
O=[N+]([O-])C(=C1SCCS1)C(=C(Cl)Cl)N1CCC2(CC1)OCCO2,-5,27

# (next part)
SMILES,Pf apPOL block,mHTT-CaM PPI inh
Cc1oc(C2CCN(C(=O)Cc3cccc(F)c3)CC2)nc1C(=O)N1CCCCC1,-1,16
CCCN1C(=O)c2ccccc2NC1c1ccc(O)c(OCC)c1 (configuration not stated),0,3
C[n+]1cc(-c2ccccc2)nc(N2CCOCC2)n1,6,2
COc1ccc(N(CC(=O)NCc2ccccn2)S(=O)(=O)c2ccc(C)cc2)cc1,1,-1
COc1ccc(C)cc1NC(=O)c1ccc(-c2cncnc2)nc1,2,3
Fc1cccc(Cl)c1CN1CC(c2nc(-c3cccs3)no2)C1,-6,-10
Cc1ccsc1/C=C1\N=C(c2ccccc2Cl)OC1=O,2,22
COC(=O)C(C)Oc1ccc2c(c1)OC(=Cc1ccc(Cl)cc1Cl)C2=O (configuration not stated),-15,6
CC1CCN(C(=O)c2ccc3c(c2)CCC(=O)N3C)CC1,2,-4
O=C(c1ccc2nc(N3C(=O)c4ccccc4C3=O)sc2c1)N1CCOCC1,14,-2
COc1ccc(NC(=O)C2CCN(C(=O)Cc3ccccc3)CC2)cc1OC,-10,2
Cc1ccc(N2C(=O)NC(=O)/C(=C\c3ccccc3Cl)C2=O)cc1,-7,2
CC1CCN(c2nc3c([nH]2)c(=O)n(C)c(=O)n3C)CC1,2,4
CN1CCN(CC(O)COc2ccc(Br)cc2)CC1 (configuration not stated),-8,2
COc1ccc(Nc2ncc3c(n2)CCN(Cc2ccccc2OC)C3)c(OC)c1,-3,45
O=C(c1ccc(C(F)(F)F)cc1)N1CCC(n2c(-c3ccoc3)nc3cccnc32)C1 (configuration not stated),3,86*
CCCNC(=O)C(C)C1CCN(C(=O)c2sc(-c3ccc(F)cc3)nc2C)CC1 (configuration not stated),2,0
Cc1ccc(NC(=O)c2cc(S(=O)(=O)NC3CCCCC3)ccc2F)cc1Cl,-8,5
O=C(NCc1nnc2n1CCCC2)c1ccc(Br)o1,2,-11
O=C(NCCc1csc(C2CCN(C(=O)c3c(F)cccc3F)CC2)n1)C1CC1,3,13
COCCNC(=O)C1(C)CCC(=O)N1Cc1ccccc1F (configuration not stated),4,2
N=C1C(c2nc3ccccc3c(=O)[nH]2)=C(O)CN1c1ccccc1F,-5,3
CCOc1ccc(NC(=O)C2CCN(S(=O)(=O)c3ccc(Br)cc3)CC2)cc1,1,0
CCOc1ccc(CCNS(=O)(=O)c2c(C)n[nH]c2C)cc1OCC,2,-5
CCc1ccc(-n2c(CN3CCN(C(=O)NC(C)C)CC3)nc3cccnc32)cc1,-1,4
COc1ccc(CCN2CC(C(=O)NCc3cc(F)ccc3F)CC2=O)cc1OC (configuration not stated),-3,5
COc1ccc(N=CC2=C(O)CC(c3cccs3)CC2=O)cc1 (configuration not stated),-1,/
Cc1csc(NC(=O)Cc2cc(-c3cccs3)on2)n1,-2,6
CCOC(=O)C1=C(C)NC(=O)NC1c1cc(Br)c(Br)o1 (configuration not stated),/,-4
O=C(NCCc1ccc(F)cc1)C1CC(=O)N(CCc2c[nH]c3ccc(F)cc23)C1 (configuration not stated),0,31
CCC(=O)NCc1nc2c(n1CC)CN(S(=O)(=O)c1ccc(Cl)cc1)CC2,-9,3
O=C(O)COc1ccc(N=Cc2nc(-c3ccc(Br)cc3)oc2O)cc1,-4,2
CCCn1c(=O)c(N2CCC(NC(=O)NCCc3ccccc3)CC2)nc2ccccc21,-2,-2
COc1ccc(OCC(=O)Nc2cc(Cl)ccc2O)cc1,-2,-1
COc1cccc(C(=O)Oc2cc(C)[nH]c(=O)c2[N+](=O)[O-])c1,-2,0
O=C(NCc1ccc2c(c1)OCO2)c1cc(=O)[nH]c2ccc(S(=O)(=O)N3CCOCC3)cc12,1,0
CNC(=O)N1CCc2c(c(COCc3ccc(F)cc3Cl)nn2C)C1,-4,6
Cc1ccc(Cl)c2c1C(=O)c1ccccc1C2=O,0,49
O=C(NC1CCN(c2nnc3ccc(Cl)cn23)CC1)c1cccc(F)c1,-3,6
O=C(NC1CCCCCC1)c1cc2cn(C3CC3)cc2s1,3,32
O=C(Cc1ccsc1)N1CCC(c2nc(-c3ccncc3)no2)C1 (configuration not stated),-3,2
O=C(COc1ccccc1)Nc1ccc2nn(-c3ccccc3)nc2c1,-2,7
O=C(Nc1ccc2c(c1)OCO2)C1CCCN(c2ncccc2-c2noc(C3CCC3)n2)C1 (configuration not stated),-4,25
CCN1C(=O)C(Cc2nc3ccccc3c(=O)n2C)c2ccccc21 (configuration not stated),-1,12
COc1ccc(NC(=O)C2CCN(S(=O)(=O)c3ccc(C)cc3)CC2)cc1,-10,-2
N=c1c(C(=O)NC2CCCC2)cc2c(=O)n3ccccc3nc2n1C1CCCCC1,6,2
O=C(Nc1ccccc1)C1CC(=O)N(CCc2c[nH]c3ccc(F)cc23)C1 (configuration not stated),-4,10
N#CC1=C(N)OC2=C(C(=O)CCC2)C1c1ccc(-c2cccc([N+](=O)[O-])c2)o1 (configuration not stated),-4,-6
CCc1nc(C2CCN(C(=O)c3ccc(OC)nc3OC)CC2)n[nH]1,-1,2
CSc1nc(N)c2c3c(sc2n1)CCCC3,-3,-5
Cc1cc(C)n(CC(=O)NCC2(C)CCOCC2)n1,-3,-1
CCN(CC)S(=O)(=O)c1ccc(OC)c(NC(=O)c2ccc(SC)cc2OC)c1,-12,0
CN1CCN(Cc2c(O)ccc3c2OC(=Cc2cc(Cl)cc4c2OCOC4)C3=O)CC1,8,-1
CN1Cc2sccc2C(c2ccc(O)c(O)c2)C1 (configuration not stated),2,/
CC(=O)COc1ccc2c(c1C)OC(=Cc1ccc3c(c1)OCO3)C2=O,1,39
COc1ccccc1OC(=O)C1OC2OC(C)(C)OC2C2OC(C)(C)OC12 (configuration not stated),-2,-3
NS(=O)(=O)c1ccc(CCNC(=O)c2oc(=O)c3ccccc3c2-c2ccccc2)cc1,-4,1
Cc1ccc(C(=O)Nc2c(C#N)[nH]c3sc4c(c23)CCCC4)cc1,3,-3
CCC1CN(C(=O)Nc2ccc(C)c(F)c2)c2ccccc2O1 (configuration not stated),-2,-4
O=C(Nc1ccn(C2CCC(CO)O2)c(=O)n1)c1ccccc1 (configuration not stated),4,/
